CHRM1 PAM = positive allosteric modulators of human M1 muscarinic receptor. P11229. activation, % at 3 µM. 0.088% of 360,000 active. AID 588819. CHO-K1 hM1, Fluo-8 calcium fluorescence, ACh EC20; 0% = ACh EC20, 100% = maximal ACh; in the data active = activation above about 19%, passing the limit was not always enough
Target sequence (P11229 whole entry, looked up): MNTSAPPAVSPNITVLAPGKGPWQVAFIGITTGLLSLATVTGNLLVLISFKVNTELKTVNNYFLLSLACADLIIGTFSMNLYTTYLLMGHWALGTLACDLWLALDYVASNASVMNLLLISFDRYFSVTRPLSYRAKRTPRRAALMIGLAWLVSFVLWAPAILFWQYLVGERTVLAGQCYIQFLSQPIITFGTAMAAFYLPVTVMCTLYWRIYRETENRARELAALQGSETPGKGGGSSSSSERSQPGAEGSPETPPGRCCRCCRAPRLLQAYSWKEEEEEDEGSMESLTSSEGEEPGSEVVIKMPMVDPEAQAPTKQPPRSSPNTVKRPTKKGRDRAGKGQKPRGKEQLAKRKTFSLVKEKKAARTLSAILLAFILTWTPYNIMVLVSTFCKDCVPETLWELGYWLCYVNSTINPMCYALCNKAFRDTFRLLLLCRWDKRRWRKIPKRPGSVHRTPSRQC
CHO parental Ca = counter-screen: ATP calcium response change in parental CHO cells; parental CHO-K1, ATP-induced calcium, Fluo-8 fluorescence; inhibition, % at 5.6 µM; 0.63% of 330,000 active; AID 463079;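 active = inhibition above that plate's mean sample inhibition plus 3 SD, cut at about 26% in these data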;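 also: 0% = ATP-challenged DMSO wells and 100% = DMSO wells without ATP; some compounds past the cut are filed as inactive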
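Assay system: parental CHO cells; Read-out basis: percent inhibition of ATP-evoked calcium rise, normalized to controls; Benchmarks: ATP and no-ATP DMSO wells; Compound dosing: single nominal dose of 5.6 µM per compound; Signal: Fluo-8 calcium dye fluorescence; Also added: ATP as calcium-mobilizing challenge; Repeats: singlicate.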
CHRM1 antagonist = antagonists of human M1 muscarinic receptor | CHO-K1 hM1, Fluo-8 calcium fluorescence, ACh EC80 antagonist | P11229 | 1.3% of 360,000 active | inhibition, % at 3 µM;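 active = percent inhibition above its own plate's cutoff, namely the mean of that plate's compound wells plus 3 SD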;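 also: peak over basal fluorescence ratio during 140 s after agonist addition; 0% = ACh EC80 plus DMSO and 100% = DMSO alone without agonist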
CHO-K1 Ca ag = nonselective activator or artifact in parental CHO-K1 cells | Fluo-8 calcium fluorescence; scaled to maximal ATP response, vehicle zero | activation, % at 3 µM | 0.48% of 360,000 active | AID 602248; in the data active = activation above about 15%;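 also: untransfected CHO-K1 host cells lacking M1 receptor as counterscreen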
TAAR1 antagonist = human TAAR1 antagonism | CHO RD-HGA16 TAAR1, Fluo-8 calcium fluorescence, antagonist | inhibition, % at 3 µM | 1.5% of 360,000 active | AID 624466;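 active = inhibition above a per-plate cutoff, the mean inhibition of test compounds on that plate plus 3 SD, cut at about 49% in these data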;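 also: 0% = DMSO plus EC80 beta-PEA response and 100% = DMSO alone without agonist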
Target sequence (Q96RJ0 whole entry, looked up): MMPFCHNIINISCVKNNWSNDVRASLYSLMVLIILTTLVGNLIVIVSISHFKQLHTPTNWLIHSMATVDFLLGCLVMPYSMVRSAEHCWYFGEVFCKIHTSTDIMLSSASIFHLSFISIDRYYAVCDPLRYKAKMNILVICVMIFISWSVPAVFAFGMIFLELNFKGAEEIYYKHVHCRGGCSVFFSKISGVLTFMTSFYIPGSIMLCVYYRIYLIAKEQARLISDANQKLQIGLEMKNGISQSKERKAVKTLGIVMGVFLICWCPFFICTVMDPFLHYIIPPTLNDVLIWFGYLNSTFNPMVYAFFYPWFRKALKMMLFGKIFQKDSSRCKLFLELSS
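System: RD-HGA16 CHO cells with stable hTAAR1 and Gα16 | Probe or stimulus: EC80 β-phenethylamine stimulus | Dosing: 3 µM, single point | Times: Dye loading 75 min at 37 °C, then 30 min room temperature | Measured by: Fluo-8 calcium-sensitive fluorescence | Read-out basis: % inhibition of agonist calcium response | Replicates: n of 1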
TAAR1 ag = human TAAR1 agonism; Q96RJ0; CHO RD-HGA16 TAAR1, Fluo-8 calcium fluorescence; vehicle wells 0%, saturating PEA agonist 100%; activation, % at 3 µM; 0.99% of 360,000 active;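 active = activation above the mean activation of all test compounds in the run plus 3 SD, cut at about 38% in these data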
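test system = CHO RD-HGA16 cells carrying human TAAR1 plus Gα16 | schedule = 17-24 h seeding, 75 min 37 °C dye, 30 min RT | compound dosing = 3 µM single concentration | control set = DMSO and PEA EC100 | replicates = n 1 | signal = Fluo-8 fluorescence, 5 s baseline then 140 s kinetic read | measure = percent activation vs PEA EC100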
CHO-K1 Ca antag = nonselective inhibitor or artifact in parental CHO-K1 cells; 0.6% of 360,000 active; inhibition, % at 3 µM; ATP-induced calcium, Fluo-8 fluorescence;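 active = inhibition above a per-plate cutoff, the plate's mean sample inhibition plus 3 SD, cut at about 24% in these data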;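 also: 0% = DMSO plus EC80 ATP and 100% = DMSO alone without ATP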
M1 PAM parental = nonselective activator or artifact in parental CHO-K1 calcium assay; ATP EC20, Fluo-8 calcium fluorescence; 0% at ATP EC20, 100% at ATP max; activation, % at 3 µM; 0.02% of 360,000 active; AID 602247;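 active = activation above the run cutoff, the mean activation of all test compounds plus 3 SD, cut at about 40% in these data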;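 also: peak over basal fluorescence ratio in a 140 s read after ATP addition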
M1 ag = activates human CHRM1 receptor; CHO-K1 hM1, Fluo-8 calcium fluorescence, agonist mode; 0% DMSO, 100% acetylcholine EC100; P11229; 0.33% of 360,000 active; activation, % at 3 µM;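 active = activation above the run's mean compound activation plus 3 SD, cut at about 16% in these data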;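 also: peak over basal fluorescence ratio within a 140 s kinetic read after compound addition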
The depositor's hits bear a star; · = not tested or not shown.

SMILES | CHRM1 PAM | CHO parental Ca | CHRM1 antagonist | CHO-K1 Ca ag | TAAR1 antagonist | TAAR1 ag | CHO-K1 Ca antag | M1 PAM parental | M1 ag
C=CCOc1nc2c(c(=O)n(C)c(=O)n2C)n1Cc1ccc(Cl)cc1 | 7 | -2 | -8 | 1.9 | -11 | 0 | -9 | 10 | -5
CC1(NC(=S)NCCO)CCS(=O)(=O)C1 (stereo unspecified) | 8 | -7 | -2 | 0.5 | -14 | 2 | -12 | 19 | -2
CN(C)CCSc1nc(N)c2c3c(sc2n1)CN(C)CC3 | -1 | -18 | 11 | 0.0 | -6 | 8 | -2 | 8 | -5
O=C(Nc1ccccc1)Nc1cccc(Cl)c1 | -14 | -1 | 27 | 15 | 22 | 30 | 8 | 5 | -2
Cc1noc(NS(=O)(=O)c2ccc(N3C(=O)c4ccccc4C3=O)cc2)c1C | 10 | -2 | -9 | 0.9 | -1 | 6 | -13 | 22 | -3
C/C(=C\c1ccccc1)CN1CCN(c2cccc(Cl)c2)CC1 | -6 | -18 | 8 | -0.2 | 12 | 5 | -7 | 2 | -5
CCc1ccccc1NC(=O)CSc1nc2cc(C(=O)NCC3CCCO3)ccc2c(=O)n1CC1CCCO1 (stereo unspecified) | 4 | · | -10 | 0.8 | 10 | 1 | 4 | -7 | -5
Cc1ccc(CNC(=O)c2cc(=O)c3cc(C)ccc3o2)cc1 | 4 | 2 | -10 | 7.2 | 0 | 1 | -9 | 11 | 0
Cn1c2ccc(F)cc2c2nnc(SCCN3CCCCC3)nc21 | -17 | · | 15 | 0.7 | -7 | 0 | -8 | 18 | -11
O=C(Nc1ccc(S(=O)(=O)N2CCCCC2)cc1)C1CCN(C(=O)c2ccco2)CC1 | 5 | -3 | -2 | 0.9 | -10 | 14 | -10 | 3 | -4
CCn1cc(/C=C(\NC(=O)c2ccccc2)C(=O)NCCN2CCOCC2)c2ccccc21 | -1 | · | -3 | 1.5 | -18 | 3 | 1 | 0 | -3
O=C(N/N=C/c1cn(-c2ccccc2)nc1-c1cccnc1)c1ccc(F)cc1 | -4 | 0 | 8 | 9.3 | 37 | 7 | -1 | -2 | -3
CN(CC(=O)N1CCc2ccccc2C1)S(=O)(=O)c1ccc2c(c1)c(=O)n(C)c(=O)n2C | 15 | -10 | -21 | 0.3 | 2 | -1 | -6 | 23 | -2
O=C(NCC(O)CO)c1csc(Nc2cccc3ccccc23)n1 (stereo unspecified) | 4 | -4 | -3 | 6.2 | -20 | 8 | -1 | 5 | -3
Cn1c(=O)c2cc(NC(=O)Cc3cccnc3)ccc2n1-c1ccc2ccccc2c1 | 4 | · | -12 | 0.3 | -19 | 4 | 5 | 6 | -7
COc1cc(NCCCC(C)N)c2ncccc2c1 (stereo unspecified) | 2 | · | -8 | 0.8 | 2 | 8 | -16 | 26 | -3
Cc1cc(NC(=O)COC(=O)CCC(=O)c2ccc(F)cc2)no1 | 2 | -14 | -5 | 0.6 | 4 | 5 | -14 | 15 | -4
Cc1ccccc1-c1noc(-c2ccc(Cl)cc2)n1 | 7 | 12 | -15 | 0.7 | -26 | 6 | -18 | 30 | -3
COc1ccc2nnc(-c3ccc(C(F)(F)F)cc3)n2n1 | 4 | -12 | -7 | 8.0 | -11 | 9 | -6 | 24 | -6
CCc1nnc(NC(=O)CSc2nccn2-c2cccc(C)c2C)s1 | -7 | 2 | 3 | 4.6 | -33 | 4 | 16 | 14 | 2

Overlap with the part before: 2 entries; new compounds follow.
SMILES | CHRM1 PAM | CHO parental Ca | CHRM1 antagonist | CHO-K1 Ca ag | TAAR1 antagonist | TAAR1 ag | CHO-K1 Ca antag | M1 PAM parental | M1 ag
COc1ccc2nnc(-c3ccc(C(F)(F)F)cc3)n2n1 | 4 | -12 | -7 | 8.0 | -11 | 9 | -6 | 24 | -6
CCc1nnc(NC(=O)CSc2nccn2-c2cccc(C)c2C)s1 | -7 | 2 | 3 | 4.6 | -33 | 4 | 16 | 14 | 2
CN1C(=O)C(C)(C)c2cc(S(=O)(=O)NCc3ccc(C(=O)NCc4ccco4)cc3)ccc21 | 10 | -9 | -16 | 0.1 | 6 | 0 | -1 | -8 | -1
CCCN(CC(=O)Nc1ccc(Cl)cc1Cl)C(=O)c1ccc(=O)[nH]c1 | 13 | -13 | 7 | 0.1 | -24 | 3 | 10 | -6 | 8
CCCNC(=O)CSc1nnc(C)s1 | -4 | -9 | 5 | -0.3 | 3 | 16 | -14 | -7 | -1
CCOc1ccc2nc(NCCO)[nH]c2c1 | 4 | 9 | -1 | 0.0 | 0 | 11 | -11 | 20 | -4
O=C(Nc1ccc(Br)cc1)c1ccc(F)c(S(=O)(=O)NCc2cccs2)c1 | -19 | 0 | 34* | 11 | 4 | 12 | 28* | 0 | -2
COc1cccc(/C=N/n2c(C3CCCCC3)n[nH]c2=S)c1 | 2 | -16 | -6 | 0.4 | -12 | 3 | 13 | -1 | -1
CC(=O)c1c(O)ccc2c(-c3ccccc3)cc(=O)oc12 | -6 | -9 | 3 | 0.1 | -10 | 2 | -5 | 1 | -4
O=C(Nc1cccc2ccccc12)c1ccc(Br)o1 | 3 | · | -26 | 0.4 | 3 | 3 | -9 | 15 | -5
CC(C)CNC(=S)N1CCN(c2nc3ccccc3s2)CC1 | 0 | 72* | 3 | 12 | 19 | 15 | -1 | 4 | 2
CCN(CC)S(=O)(=O)c1ccc(N2CCOCC2)c(NC(=O)Cc2cccc3ccccc23)c1 | -4 | -22 | -4 | 1.1 | 1 | 0 | -9 | 17 | -7
COc1ccc(CNC(=O)CN2CCN(c3cccc(C)c3C)CC2)cc1 | 13 | -16 | -12 | 2.0 | -35 | 1 | -13 | 2 | -2
CCOC(=O)c1ccc(NC(=O)c2nc[nH]c2C(=O)N[C@@H](CC(C)C)C(=O)OC(C)(C)C)cc1 | 18 | -21 | -6 | -0.7 | -11 | 4 | -5 | 12 | 2
CCNC(=O)NC(=O)C(C)OC(=O)C1CCN(S(=O)(=O)c2ccc(C)c(C)c2)CC1 (stereo unspecified) | 5 | -6 | -7 | 0.0 | 6 | 2 | -1 | 7 | -6
Nc1nc(SCc2ccccc2)c2ncn(C3OC(CO)C(O)C3O)c2n1 (stereo unspecified) | 3 | · | -6 | 0.2 | 10 | 4 | -10 | 21 | -3
CN(C)S(=O)(=O)c1cccc(NC(=O)COC(=O)c2cccc(S(=O)(=O)N3CCc4ccccc4C3)c2)c1 | -4 | -9 | 9 | 3.2 | 6 | 4 | 4 | 13 | -4
CN1CCN(c2ccccc2NC(=O)c2sc3ccccc3c2Cl)CC1 | -1 | -28 | 9 | 1.0 | -4 | 3 | -3 | -9 | -6
CCn1cc(/C=N\NC(=O)Cc2ccc([N+](=O)[O-])cc2)c(C)n1 | 1 | 17 | 3 | 0.8 | 11 | 14 | -7 | 29 | -8
O=C1c2cccc(Cl)c2C(=O)c2c1cccc2N1CCCC1 | -1 | -31 | -26 | -0.7 | 14 | 0 | 4 | 6 | -7
COc1ccc(Cl)cc1NS(=O)(=O)c1cccc(C(=O)NCCCN2CCCC2=O)c1 | 2 | -27 | -8 | 1.1 | -9 | 1 | -5 | 22 | -5
Cc1ccc(Cn2ccc(NC(=O)c3cc(-c4cccc(Cl)c4)on3)n2)cc1 | 2 | -8 | -1 | -0.3 | · | · | -11 | 6 | -3
Cc1cc(Cl)ccc1NC(=O)CN1CCCC1 | 19 | -12 | -18 | 0.1 | -11 | 2 | 6 | -5 | -6
COc1ccc(-c2nnc(-c3ccc4ccccc4c3)o2)cc1 | 7 | · | -20 | 0.8 | 1 | 2 | -21 | 18 | 0
CCOc1cc(C(C(=O)NCC2CCCO2)N(C(=O)Cn2nnc3ccccc32)c2ccc(NC(C)=O)cc2)ccc1O (stereo unspecified) | 11 | -11 | -12 | 0.7 | -11 | -1 | -20 | 2 | 2
CCOC(=O)C1=C(C)N(C)C(C)=C(C(=O)OCC)C1c1cccnc1 | 7 | -2 | -6 | -0.8 | 3 | 4 | -4 | 15 | -3
O=C(Nc1ccc(F)cc1)c1ccc2nc[nH]c2c1 | 9 | -2 | -3 | -0.3 | -6 | 6 | 15 | -10 | -2
CC(C)c1ccc(NC(=O)N2CCOCC2)cc1 | 1 | 1 | -12 | 0.1 | -4 | 6 | -7 | 17 | -2
O=C(NCc1ccc(Cl)cc1)c1cc(-c2ccco2)on1 | 3 | 8 | -9 | -0.3 | 2 | 5 | -8 | 2 | -7
O=C1c2ccc(Oc3ccc4c(c3)C(=O)N(CCCO)C4=O)cc2C(=O)N1CCCO | -3 | -20 | 7 | 1.9 | -7 | 18 | -5 | 16 | -2
CCCCn1nc(C(=O)N(C)Cc2nc3ccccc3c(=O)[nH]2)c2ccccc2c1=O | 0 | · | -4 | 13 | 8 | 5 | 5 | 4 | 1
COc1cccc(C2=NOC(C(=O)Nc3ccccc3SC)C2)c1 (stereo unspecified) | 13 | -11 | -13 | 0.1 | -10 | 15 | -9 | 11 | -1
COc1ccc(OC)c(CCNC(=O)c2nn(C)c3c2CS(=O)(=O)c2ccccc2-3)c1 | 0 | -15 | -6 | 5.0 | 21 | 7 | -18 | 6 | -1
Cc1c(CCC(=O)NCCCn2ccnc2)c(=O)oc2cc3occ(C(C)(C)C)c3cc12 | -34 | -32 | 20 | 7.8 | -17 | -1 | -1 | 11 | -13
O=C(O)c1ccccc1NS(=O)(=O)c1ccc2c(c1)OCCO2 | 8 | 1 | -9 | 0.5 | 22 | 2 | -17 | 21 | -5
Cc1ccnc(NC(=O)CS(=O)(=O)c2ccccc2)c1 | 10 | -7 | -4 | 0.5 | 3 | 7 | -12 | 13 | -3
COc1ccc(Cl)cc1S(=O)(=O)N1CCCC(C(=O)NCc2ccccc2)C1 (stereo unspecified) | 3 | -23 | -6 | 1.1 | -6 | 0 | 3 | 4 | -1
Cc1nc2ccccn2c1P(=O)(N1CCCCC1)N1CCCCC1 | -1 | -19 | 1 | 0.4 | -14 | 10 | -2 | 8 | -3
CCOC(=O)c1cnc(SCc2nc(N)nc(Nc3ccc(F)cc3)n2)nc1N | 4 | -17 | 4 | 0.6 | 12 | 11 | 14 | -7 | -2
CCOc1ccc(C(=O)OCn2nnc3ccccc3c2=O)cc1OC | 5 | -11 | -23 | -0.4 | 3 | 3 | -17 | 12 | -1
O=C(CCC(=O)NNC(=O)Nc1cccc(Cl)c1)NCc1ccccc1 | 6 | -3 | 2 | 0.7 | -10 | 1 | -11 | -1 | -3

Quoted from the listing:
`O=C(Nc1ccc(F)cc1)c1ccc2nc[nH]c2c1` in M1 PAM parental: -10
`CCOc1cc(C(C(=O)NCC2CCCO2)N(C(=O)Cn2nnc3ccccc32)c2ccc(NC(C)=O)cc2)ccc1O` (stereo unspecified) in TAAR1 ag: -1
`Cc1nc2ccccn2c1P(=O)(N1CCCCC1)N1CCCCC1` in CHO-K1 Ca antag: -2
